High-throughput results (PubChem)
TCR CD3 inh = inhibitors of human TCR-CD3 interaction, primary screen, biochemical, fluorescence, TAMRA-labeled TCR probe; T-cell receptor (TCR); inhibition, % at 9.4 µM; 360,000 compounds, 0.37% hits; in the data active means inhibition above about 19%;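 further: recombinant mutant TCR 2C K166C tagged with TAMRA read by polarization; 0% = receptor in buffer alone and 100% = receptor with positive control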
SIAE inh = human SIAE inhibitors, primary screen, biochemical, fluorescence polarization, FP-Rh probe, 1536-well HTS | Sialate O-acetylesterase (Homo sapiens), Q9HAT2 | SIAE FP-Rh probe binding | inhibition, % at 9.66 µM | 370,000 compounds, 0.69% hits | AID 1053197, 2014;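 active means inhibition above a cutoff: mean of compounds within the control limits plus 3 SD of those, cut at about 17% in these data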;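 further: 0% = plate median of compound wells and 100% = probe without SIAE protein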
LEDGF integ inh = blockers of LEDGF/p75-dependent integrase strand transfer – biochemical, TR-FRET, high throughput, primary screen. 370,000 compounds, 0.64% hits. AID 743269, 2014. TR-FRET IN-LEDGF/p75 DNA integration, Eu/Cy5. inhibition, % at 3.7 µM;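 active means inhibition above the screen-wide mean plus 3 SD, cut at about 13% in these data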;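 further: signal is the Cy5 over europium emission ratio at 671 and 618 nm; 0% = plate median of compound wells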
HTRA1 inh = HTRA1 serine protease inhibitors, primary screen, biochemical, fluorescence polarization, HTS | 340,000 compounds, 0.5% hits | inhibition, % at 5.96 µM | Q92743 | recombinant HTRA1, FP-rhodamine activity-based probe; in the data active means inhibition above about 36%;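 further: 0% = enzyme with DMSO and 100% = wells lacking enzyme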
Target sequence (Q92743 whole entry, looked up): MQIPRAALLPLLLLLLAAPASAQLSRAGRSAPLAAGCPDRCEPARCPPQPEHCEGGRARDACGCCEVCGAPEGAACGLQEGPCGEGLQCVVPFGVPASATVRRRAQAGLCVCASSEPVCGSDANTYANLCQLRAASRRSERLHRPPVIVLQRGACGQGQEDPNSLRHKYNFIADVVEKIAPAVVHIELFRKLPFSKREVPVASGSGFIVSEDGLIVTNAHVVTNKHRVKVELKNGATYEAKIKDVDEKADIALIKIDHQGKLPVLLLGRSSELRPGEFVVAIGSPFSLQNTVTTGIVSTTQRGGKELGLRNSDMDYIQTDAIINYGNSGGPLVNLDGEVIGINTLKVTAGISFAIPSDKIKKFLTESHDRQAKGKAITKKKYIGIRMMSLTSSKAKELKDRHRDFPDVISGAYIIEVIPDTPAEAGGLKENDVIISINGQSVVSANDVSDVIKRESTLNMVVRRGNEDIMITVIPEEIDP
PRMT1 inh = PRMT1 methyltransferase inhibitors, primary screen, biochemical, fluorescence polarization | 370,000 compounds, 1.3% hits | AID 652257, 2013 | Protein arginine N-methyltransferase 1 (Homo sapiens), Q99873 | recombinant PRMT1, activity-based probe fluorescence polarization | inhibition, % at 2.79 µM;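 active means inhibition above about 21% made by adding two undisclosed values, limit read from the data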
Rev-erbA mod = modulators of Rev-erb alpha DNA binding, primary screen, biochemical, FITC-DNA, fluorescence polarization, uHTS; Nuclear receptor subfamily 1 group D member 1 (Homo sapiens), P20393; Rev-erbα–FITC-DNA binding, 90 min; activity, % at 10 µM; 370,000 compounds, 0.79% hits; AID 1259318, 2017;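 active means activity above about 14%, limit read from the data; passing the limit was not always enough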;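 further: 0% = DMSO wells with 35 nM protein and 100% = DMSO wells with 750 nM protein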
rCAG binder = binders of r(CAG) RNA repeats, primary screen, biochemical, fluorescence. r(CAG) RNA repeat, TO-PRO-1 dye displacement fluorescence. 370,000 compounds, 1.3% hits. inhibition, % at 3 µM;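 active means inhibition above the plate cutoff, the mean of all test compounds on that plate plus 3 SD, cut at about 35% in these data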;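 further: 0% = DMSO alone and 100% = 100 µM mitoxantrone as full dye displacement; higher means more dye released from RNA so lower well fluorescence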
PG9 Ab binder = binders of HIV-1 gp120 antibody PG9, primary screen, biochemical, TR-FRET. TR-FRET gp120-PG9 antibody binding. inhibition, % at 6.7 µM. 360,000 compounds, 0.43% hits. AID 624416, 2012; in the data active means inhibition above about 8.5%
TDP2 inh = human TDP2 enzyme inhibitors, primary screen, biochemical, epi absorbance, recombinant enzyme. T5PNP hydrolysis, p-nitrophenol absorbance 415 nm. inhibition, % at 12.8 µM. 370,000 compounds, 0.34% hits. AID 720702, 2013;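 active means inhibition above the mean of all tested compounds plus 3 SD, set per campaign, cut at about 25% in these data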;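 further: 0% = DMSO with enzyme and 100% = buffer with substrate but no TDP2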
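System – recombinant human TDP2 · Quantity – TDP2 enzyme at 120 nM final · Doses – single concentration, 12.8 µM nominal, with 1% DMSO · Incubation – 2 h at 37 °C · Measured by – epi absorbance of p-nitrophenol freed from T5PNP by hydrolysis · Read-out – % inhibition relative to enzyme-containing and enzyme-free wells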
ABHD4 inh = ABHD4 inhibitors, primary screen, biochemical, fluorescence polarization, mouse; (Lyso)-N-acylphosphatidylethanolamine lipase (Mus musculus), Q8VD66; purified mABHD4, FP-Rh probe fluorescence polarization; inhibition, % at 8.92 µM; 370,000 compounds, 0.54% hits;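 active means inhibition exceeding the mean over every tested compound plus 3 SD, cut at about 30% in these data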;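 further: 0% = plate median of compound wells and 100% = S159A mutant with DMSO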
Target sequence (Q8VD66 whole entry, looked up): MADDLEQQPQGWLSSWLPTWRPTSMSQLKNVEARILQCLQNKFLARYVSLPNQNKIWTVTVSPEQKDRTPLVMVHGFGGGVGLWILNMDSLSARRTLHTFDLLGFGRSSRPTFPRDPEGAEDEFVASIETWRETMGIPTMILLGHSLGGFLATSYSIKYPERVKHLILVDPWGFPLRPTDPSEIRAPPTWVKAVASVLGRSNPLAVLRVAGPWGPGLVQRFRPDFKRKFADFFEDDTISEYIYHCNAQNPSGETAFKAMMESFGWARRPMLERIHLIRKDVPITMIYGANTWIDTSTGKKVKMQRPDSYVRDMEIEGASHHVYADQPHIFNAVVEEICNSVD
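assay system = mABHD4 protein | compound dosing = single nominal dose of 8.92 µM, 0.89% DMSO final | read-out basis = percent inhibition of probe binding, normalized to plate controls | schedule = Enzyme–compound pre-incubation 45 min, then probe 60 min, both 25 °C | detection = fluorescence polarization, excitation 525 nm, emission 598 nm, BODIPY TMR filters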
An asterisk follows results filed as active; · = no result given. These rows are one share of the data; count on the stated rates, not on these rows.

SMILES	TCR CD3 inh	SIAE inh	LEDGF integ inh	HTRA1 inh	PRMT1 inh	Rev-erbA mod	rCAG binder	PG9 Ab binder	TDP2 inh	ABHD4 inh
CCOC(=O)N1CCN(C(=O)COC(=O)CSc2ccc([N+](=O)[O-])cc2)CC1	-8	3	-4	3	3	9	-7	0.7	0	9
COc1ccc(CCNC(=O)Cn2nnc(-c3ccc(N(C)C)cc3)n2)cc1OC	0	-4	-2	-3	-2	3	-3	-3.0	-4	4
O=C(CN1CCN(S(=O)(=O)c2ccc(Cl)s2)CC1)N1CCOCC1	-2	1	-1	·	4	-6	-4	-1.9	11	-2
Cc1ccc(S(=O)(=O)Nc2nnc(C3CCCCC3)s2)cc1	-5	3	-3	4	3	-3	30	-1.4	-1	-5
Cc1cc(C)n(-c2ccc([N+](=O)[O-])cc2)n1	5	1	3	4	-5	0	-1	-4.2	9	8
C=CCOC(=O)C1=C[C@H](c2ccc3c(c2)OCO3)C[C@H](OCCCCO)O1	8	3	1	-15	1	4	5	-0.3	-3	8
N#Cc1nc(-c2ccc(F)cc2)oc1N1CCC(C(N)=O)CC1	2	-8	-3	-3	3	2	-2	-0.9	9	-1
CCOC(=O)c1c(NC(=O)Cc2ccccc2)sc2c1CCN(CC)C2	-3	3	-5	-3	3	-4	-3	-1.2	-1	-5
Nn1c(SCC(=O)Nc2ccc3c(c2)OCCO3)nncc1=O	9	5	-1	2	18	-1	5	-1.8	8	5
CCN(CC)CCCNC(=S)N1CCN(c2nc(-c3ccc(F)cc3)cs2)CC1	-9	6	4	10	0	6	4	-1.3	-10	10
CC(C)C1C(=O)N(Cc2cn(CCC3OCCO3)nn2)CCS(=O)(=O)N1Cc1ccc(-c2ccc(F)cc2Cl)cc1 (stereo not given)	-6	-6	2	·	-6	-4	6	-1.2	-17	-19
Cc1nc2c(Cl)cccc2[nH]1	-1	-1	3	5	-2	1	3	-0.9	7	1
Cc1[nH]c2ccccc2c1/C=N/Nc1nc(N2CCCCC2)nc(N2CCCCC2)n1	1	18*	1	3	-1	4	-2	-4.5	8	21
CNC(=S)N(CCc1c(C)[nH]c2ccc(C)cc12)Cc1cccnc1	0	9	0	2	2	-8	1	-1.2	4	2
C#CCN1C(=O)C(O)(c2c(C)[nH]c3ccccc23)c2ccccc21 (stereo not given)	9	-1	2	4	0	1	-2	0.3	2	-12
O=C(/C=C/c1cccc2ccccc12)N1CCOCC1	0	-2	-1	2	-4	-4	-2	-2.8	2	-3
CCOC(=O)Cn1nc(C)n(-c2cccc(Cl)c2)c1=O	2	1	4	6	-10	5	-3	1.2	-7	-2
O=C(Nc1ccc(Cl)cc1)c1nc[nH]c1C(=O)NCCCCNC(=O)c1[nH]cnc1C(=O)Nc1ccc(Cl)cc1	-7	-5	0	2	-4	-19	1	1.0	-2	8
COc1cc(OC)c(/C=N/NC(N)=S)cc1Br	4	-4	0	0	8	0	4	-1.6	-11	0
CCCS(=O)(=O)NC(=O)C1(C)CCCN(C(=O)c2cc(C(C)(C)C)nn2C)C1 (stereo not given)	1	4	0	·	4	-1	2	-1.1	-5	0
COC(=O)c1ccc(Cn2ccc3ccc(-c4ccc5ccn(C(=O)c6ccccc6OC)c5c4)cc32)cc1	·	-3	1	·	-3	47*	13	·	0	-6
c1ccc(CSc2nc3ncccn3n2)cc1	-6	-2	3	1	-2	4	0	-0.1	1	1
O=C(COC(=O)/C=C/c1cccs1)NC(=O)Cc1ccccc1	1	3	2	-9	1	0	-4	-1.9	-4	-2
C=CCc1cc(Cl)ccc1OCCN1CC(C)OC(C)C1 (stereo not given)	3	0	-5	3	-1	7	-6	1.2	-2	11
N#CC1(Nc2ccc3ccccc3c2)CCCC1	-2	10	4	-7	0	4	10	-2.8	12	21
Oc1ccc(Cl)cc1C1=Nc2ccccc2N=C(c2ccco2)C1	-3	3	3	-1	0	14	-1	0.7	-2	11
CC1CN(C(=O)Cn2cnc3c2c(=O)n(C)c(=O)n3C)CC(C)O1 (stereo not given)	7	1	-2	-9	-1	-3	0	-2.6	3	5
O=C(Cc1ccc(F)cc1)Nc1ccc(S(=O)(=O)N2CCCC2)cc1	1	4	3	-4	-4	2	1	-1.5	4	0
O=C(Nc1ncccc1O)c1cccc(S(=O)(=O)N2CCc3ccccc32)c1	-2	-12	1	-2	1	0	4	-0.7	2	4
Cc1ccc(Nc2nnc(-c3ccc(N4CCOCC4)c([N+](=O)[O-])c3)c3ccccc23)cc1	-7	10	2	-4	-3	15	5	-0.4	13	-1
Cc1cc(C(=O)NCc2ccc(F)cc2)c2ccccc2n1	3	3	3	8	-6	5	2	-1.9	-6	0
c1ccc2c(c1)CCN(c1nc3cc4c(cc3s1)OCCO4)C2	-8	-3	-1	-11	8	6	2	-1.6	-9	-8
CC1CC=CCC1(CO)CO (stereo not given)	-8	-5	-3	-1	5	2	2	2.4	-4	-7
COc1ccccc1-c1cc(NC(C)=O)c2ncc(-c3ccc(F)cc3)n2c1	3	-15	3	·	-1	2	6	-0.2	-19	-9
O=C(O)Cc1sc(Nc2cccc3ccccc23)nc1-c1ccc(F)cc1	-24	-17	5	-8	3	-4	26	-1.6	3	-37
O=C(NCC1CCCO1)c1cc(Br)c(Br)s1 (stereo not given)	-4	0	-3	3	-1	6	-2	-2.3	13	-1

Some of these compounds in order of SMILES length, rising.
SMILES	TCR CD3 inh	SIAE inh	LEDGF integ inh	HTRA1 inh	PRMT1 inh	Rev-erbA mod	rCAG binder	PG9 Ab binder	TDP2 inh	ABHD4 inh
O=C(NCC1CCCO1)c1cc(Br)c(Br)s1 (stereo not given)	-4	0	-3	3	-1	6	-2	-2.3	13	-1
Cc1cc(C(=O)NCc2ccc(F)cc2)c2ccccc2n1	3	3	3	8	-6	5	2	-1.9	-6	0
c1ccc2c(c1)CCN(c1nc3cc4c(cc3s1)OCCO4)C2	-8	-3	-1	-11	8	6	2	-1.6	-9	-8

Later entries
SMILES	TCR CD3 inh	SIAE inh	LEDGF integ inh	HTRA1 inh	PRMT1 inh	Rev-erbA mod	rCAG binder	PG9 Ab binder	TDP2 inh	ABHD4 inh
O=C(Oc1cccc(NC(=O)c2ccco2)c1)c1cccc(S(=O)(=O)N2CCCCC2)c1	6	-56	3	-16	0	0	17	0.0	12	-56
COc1ccc(CCNC(=O)CCc2ccsc2)cc1OC	2	-2	3	5	-1	-5	-4	-0.2	-1	-2
CCCCCC(=O)Nc1cccc2ccccc12	-3	3	-3	10	3	-6	0	0.0	5	6
COC(=O)c1cc(NC(=O)CC2SC(=Nc3ccccc3)N(CCc3c[nH]c4ccccc34)C2=O)cc(C(=O)OC)c1 (stereo not given)	2	-65	3	-92	-1	·	18	0.3	-3	-10
Cc1ccc(NC(=S)N=Nc2c(O)[nH]c3ccccc23)cc1	3	-6	-7	9	-5	1	29	-3.5	-10	9
COc1ccc(Oc2ncnc3sccc23)cc1	7	-3	-2	3	-2	-2	-1	-0.3	0	-2
Cc1ccc(S(=O)(=O)N(C)C)cc1NC(=O)Nc1ccccc1	3	-4	1	-2	-1	12	4	-2.6	10	-3
COc1cc(C)ccc1OCCOCCOc1c(C)cc(C)cc1Br	2	-3	1	-21	-4	-4	-3	-1.2	-15	-12
CCOC(=O)c1c(-c2cccs2)csc1NC(=O)c1ccco1	7	6	-4	6	-2	36*	0	-2.4	3	2
Cc1ccc(CNC(=O)C2CCC(=O)N(C3CCCC3)C2)c(F)c1F (stereo not given)	-6	6	-3	2	-2	-1	-5	1.0	-13	-8
CCOc1ccc(NC(=O)N2CCC(C(N)=O)(N3CCCCC3)CC2)cc1	4	7	1	5	-3	-4	-1	0.6	-12	3
Cn1nnnc1SCC1=C(C(=O)O)N2C(=O)C(NC(=O)C3CC3c3ccccc3)C2SC1 (stereo not given)	6	14	7	-4	28*	0	11	0.6	16	0
Nc1ccc(O)c2c(=O)cc(-c3ccccc3Cl)oc12	7	9	-2	3	-2	-3	-3	-1.2	11	10
CN(CC(=O)Nc1ccc(N2CCOCC2)cc1)CC(=O)Nc1ccc([N+](=O)[O-])cc1Br	-3	-1	0	10	-1	5	0	-1.2	-6	4
Cc1ccc(S(=O)(=O)N2CCN(CN3C(=O)CC4(CCCC4)C3=O)CC2)cc1	2	-6	-3	-1	2	-3	-1	7.4	-2	2
CCCC1=Nc2cc(C(=O)NCCCOC(C)C)ccc2Sc2ccccc21	10	-6	0	-31	-1	2	-4	-1.3	-9	-6
COc1ccccc1N1CCN(C(=O)CN(C2CCCCC2)S(C)(=O)=O)CC1	3	3	0	5	-1	-2	-9	1.0	-3	-1
COc1cc(C(O)c2nc(-c3cccc(C(F)(F)F)c3)cs2)ccc1F (stereo not given)	1	-10	5	·	0	3	3	1.4	-1	-28
N#Cc1ccc(Sc2ccccn2)c([N+](=O)[O-])c1	5	4	6	-2	-2	2	1	-1.9	2	2
Cc1nn(-c2ccccc2)c(C)c1/C=N/O	3	-8	2	-5	-1	1	4	-0.4	-3	7
COc1cc(OC)cc(C(=O)NC2CCCN(Cc3ccc(Cl)cc3)C2)c1 (stereo not given)	7	3	3	-25	-3	-4	-3	-1.9	-6	-9
Cc1c(NC(=O)C2Cc3ccccc3CN2C(=O)c2ccco2)c(=O)n(-c2ccccc2)n1C (stereo not given)	-1	1	1	1	-1	0	1	0.0	2	2
CCN(CCNC(=O)c1ccc2nc(-c3ccccc3NC(C)=O)c(=O)[nH]c2c1)c1ccccc1	4	1	4	-4	-1	7	9	-1.4	0	2
Cc1cc(C)nc(SCC(=O)Nc2ccc(S(=O)(=O)N3CCCCC3)cc2)n1	4	3	0	-14	-4	0	-2	1.0	-1	-2
NS(=O)(=O)c1ccc(NC(=S)Nc2ccn(Cc3cccc4ccccc34)n2)cc1	0	-12	4	-64	2	2	15	-4.0	-3	-38
COc1ccc(OC)c(C2NC(=O)c3sc(=S)n(-c4ccccc4)c3N2)c1 (stereo not given)	-1	10	4	-11	3	39*	5	-0.2	13	-1
CCS(=O)(=O)N1Cc2ccccc2CC1C(=O)NCc1cccc(OC)c1 (stereo not given)	-14	-5	-1	-2	-2	3	-4	-1.1	-7	-4
CC(=O)Nc1ccc(/C(C)=N/Nc2nc(Nc3ccccc3)nc(N3CCOCC3)n2)cc1	-3	1	5	-10	1	-6	1	-1.1	0	4
CC(C)N(Cc1nccn1C)C(=O)c1ccc(OC2CCN(C(=O)C3CC3)CC2)cc1	-3	0	-2	9	0	-5	-7	1.2	8	0
Nc1nonc1-c1noc(-c2ccccc2)n1	1	1	7	-2	1	1	0	-1.5	5	1
